ABHD4 inh – ABHD4 (mouse) inhibition, primary FP screen; inhibition, % at 8.92 µM; purified mABHD4, FP-Rh probe fluorescence polarization; Q8VD66; 0.54% of 370,000 active;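 active = inhibition exceeding the mean over every tested compound plus 3 SD, cut at about 30% in these data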;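 also: 0% = plate median of compound wells and 100% = S159A mutant with DMSO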
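Assay system: mABHD4 protein; medium: HEPES pH 7.0, NaCl, Pluronic buffer; dosing: 8.92 µM, single dose; schedule: 45 min + 60 min at 25 °C; signal: FP readout, ex 525 nm / em 598 nm; read-out: normalized percent inhibition of probe labeling; repeats: single replicate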
GC-A act – GC-A (human) enzyme activation | activation, % at 10 µM | HEK293 GC-A cells, cGMP TR-FRET, EC30 ANP; 0% at EC30 ANP, 100% saturating ANP | AID 1671463 | 0.14% of 370,000 active | P16066; in the data active = activation above about 40%
ASAP1 GAP inh – blocks human ASAP1-stimulated Arf1 GTP hydrolysis. GDP FP detection. Q9ULH1. AID 624377. 0.19% of 360,000 active. inhibition, % at 16.5 µM; in the data active = inhibition above about 25%;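 also: 0% = vehicle with enzyme and substrate and 100% = no enzyme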
Target sequence (Q9ULH1 325-724 limits assumed): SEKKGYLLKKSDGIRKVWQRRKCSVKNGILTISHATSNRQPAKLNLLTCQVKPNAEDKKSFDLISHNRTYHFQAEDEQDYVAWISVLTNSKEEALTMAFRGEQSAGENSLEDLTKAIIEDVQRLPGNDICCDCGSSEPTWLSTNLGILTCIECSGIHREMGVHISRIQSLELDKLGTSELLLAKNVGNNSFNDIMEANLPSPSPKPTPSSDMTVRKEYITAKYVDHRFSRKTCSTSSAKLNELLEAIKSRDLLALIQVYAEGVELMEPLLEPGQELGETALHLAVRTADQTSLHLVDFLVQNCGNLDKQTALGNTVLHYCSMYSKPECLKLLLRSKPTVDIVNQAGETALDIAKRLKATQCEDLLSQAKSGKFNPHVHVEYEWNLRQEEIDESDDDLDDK
HTRA1 inh – inhibitors of human serine peptidase HTRA1. AID 504803. recombinant HTRA1, FP-rhodamine activity-based probe, fluorescence polarization. Q92743. 0.5% of 340,000 active. inhibition, % at 5.96 µM; in the data active = inhibition above about 36%;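 also: 0% = enzyme with DMSO and 100% = wells lacking enzyme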
Target sequence (Q92743 whole entry, looked up): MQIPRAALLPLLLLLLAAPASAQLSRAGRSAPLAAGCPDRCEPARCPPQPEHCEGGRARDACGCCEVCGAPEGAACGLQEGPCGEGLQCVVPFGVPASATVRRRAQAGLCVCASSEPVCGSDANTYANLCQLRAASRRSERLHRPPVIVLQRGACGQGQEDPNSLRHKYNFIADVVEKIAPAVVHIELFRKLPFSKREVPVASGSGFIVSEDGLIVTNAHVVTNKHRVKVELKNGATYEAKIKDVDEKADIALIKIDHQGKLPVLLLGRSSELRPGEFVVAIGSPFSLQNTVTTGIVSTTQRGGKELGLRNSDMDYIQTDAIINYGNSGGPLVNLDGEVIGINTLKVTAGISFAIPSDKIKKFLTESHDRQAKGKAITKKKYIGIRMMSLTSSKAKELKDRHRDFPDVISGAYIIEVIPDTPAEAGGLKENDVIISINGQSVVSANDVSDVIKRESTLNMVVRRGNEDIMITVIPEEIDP
rCAG binder – r(CAG) repeat RNA binding; TO-PRO-1 dye displacement fluorescence; inhibition, % at 3 µM; 1.3% of 370,000 active; AID 651821;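 active = inhibition above the plate cutoff, the mean of all test compounds on that plate plus 3 SD, cut at about 35% in these data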;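 also: 0% = DMSO alone and 100% = 100 µM mitoxantrone as full dye displacement; higher means more dye released from RNA so lower well fluorescence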
GC-B act – GC-B (human) receptor activation; P20594; HEK293-GC-B cells, CNP EC30, cGMP TR-FRET; 0% at EC30 CNP, 100% saturating CNP; activation, % at 10 µM; 0.11% of 370,000 active; AID 1920062;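 active = activation at 10 µM reaching about 35% in either raw or pattern-adjusted values, limit read from the data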
PG9 Ab binder – binds the HIV-1 gp120 antibody PG9 | TR-FRET gp120-PG9 antibody binding | inhibition, % at 6.7 µM | 0.43% of 360,000 active | AID 624416; in the data active = inhibition above about 8.5%
ARFGAP1 inhibitor – rat ARFGAP1 inhibition. inhibition, % at 16.5 µM. AID 651572. 0.26% of 360,000 active. Arfgap1-stimulated ARF1 GTP hydrolysis, GDP FP detection. Q62848;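 active = inhibition above a per-plate limit, mean inhibition of low control wells plus 3 SD, cut at about 25% in these data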;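 also: 0% = DMSO wells with enzyme and 100% = wells lacking Arfgap1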
Target sequence (Q62848 1-136 limits assumed): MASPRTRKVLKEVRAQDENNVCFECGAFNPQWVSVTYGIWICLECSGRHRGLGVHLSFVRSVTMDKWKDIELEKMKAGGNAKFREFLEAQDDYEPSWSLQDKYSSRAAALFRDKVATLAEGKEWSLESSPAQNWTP
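Repeats: one replicate per compound; assay system: rat Arfgap1 catalytic domain, aa 1-136; times: enzyme reaction 120 min at 25 °C after 20 min preincubation; detection: FP of antibody-bound GDP Alexa 633 tracer, ex 620/em 688 nm; benchmarks: high control wells lacking Arfgap1, low control full reaction with DMSO; reagent: human ARF1(Δ1-17)-GTP substrate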
Rev-erbA mod – modulators of human Rev-erb alpha DNA binding. P20393. Rev-erbα–FITC-DNA binding, fluorescence polarization, 90 min. activity, % at 10 µM. 0.79% of 370,000 active;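 active = activity above about 14%, limit read from the data; passing the limit was not always enough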;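 also: 0% = DMSO wells with 35 nM protein and 100% = DMSO wells with 750 nM protein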
SMARCA2 act – increases SMARCA2 function in MMTV reporter cells; MG213 cells, MMTV-luciferase reporter, dexamethasone, overnight; activation, % at 9.1 µM; 1% of 370,000 active; in the data active = activation above about 7.8%;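 also: 0% = vehicle wells and 100% = reference activator wells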
Numbers without * were called inactive; nt = no result given.

Results follow in this order: ABHD4 inh, GC-A act, ASAP1 GAP inh, HTRA1 inh, rCAG binder, GC-B act, PG9 Ab binder, ARFGAP1 inhibitor, Rev-erbA mod, SMARCA2 act
1	Cc1nn(C)c(C)c1CN(C(=O)CCc1nnc(Cc2c[nH]c3ccccc23)o1)C(C)C
 : 1, 0, 7, -10, -3, 6, -0.5, 1, 0, -2
2	COc1ccccc1N(C)S(=O)(=O)c1ccc(C(=O)Nc2ncc(C)s2)cc1
 : -4, -4, -6, -1, 7, 1, 0.0, 0, 2, -2
3	COc1cc(/C=C/C(=O)OCc2c(C)noc2C)ccc1OC(F)F
 : 2, 9, 4, -22, -7, 6, -3.1, 4, 12, 1
4	O=C(COc1ncnc2ccccc12)N1CCN(S(=O)(=O)c2ccc(Cl)cc2)CC1
 : -6, -1, 0, 1, 0, -2, 0.3, -10, -4, 0
5	O=C(COc1ccc(Br)cc1)Nc1ccccc1C(=O)N1CCOCC1
 : 6, 0, -3, 2, -4, 3, -1.1, 5, -4, 2
6	COc1ccc(-c2ccnc3c(C(=O)O)cnn23)cc1
 : -2, 2, -4, -1, 3, -4, -3.2, -5, 0, -4
7	Cc1ccc(CN(C(=O)CNC(=O)c2cccs2)C(C(=O)NCC2CCCO2)c2ccccc2)cc1 (stereo unspecified)
 : -1, -1, 4, -19, -9, 0, 1.1, 3, -1, -3
8	COC(=O)c1nnn(CC(=O)Nc2cc(Cl)ccc2C)c1C(=O)OC
 : -12, -2, 2, 0, 7, -1, 2.2, 7, -5, 0
9	CC(=O)c1c(C(C)=O)c(C)n(NC(=O)c2ccncc2)c1C
 : -4, 6, -4, 2, 3, 9, 0.1, 1, 4, -1
10	COC(=O)C1=C(C)N(c2cccc3ccccc23)C(=O)C1
 : 4, -2, -5, 15, 5, 7, 0.5, -2, -1, -1
11	COC(=O)c1ccccc1NC(=O)CSc1nc(N)cc(=O)[nH]1
 : 0, -1, -6, 2, 4, 3, -1.3, 15, -5, 2
12	O=C(COC(=O)c1cccs1)NCc1ccco1
 : 7, 5, 0, 0, 6, -7, 1.7, 1, -4, 0
13	CCOC(=O)[C@@]12CCCC=C1N(CCc1ccc(Cl)cc1)C(=O)[C@H]2CC(=O)NCC12CC3CC(CC(C3)C1)C2
 : 5, 2, nt, nt, 9, 0, nt, nt, 4, -5
14	COc1ccc(CNCCC(c2ccc(OC(C)C)cc2)c2ccccc2OC)cc1 (stereo unspecified)
 : 14, -26, 1, -13, 12, -15, -0.6, 7, 4, -1
15	Clc1ccc(CONc2ncnc3nonc23)c(Cl)c1
 : 3, 6, -3, -9, 0, -3, 2.0, 1, 4, 2
16	Cc1cccc(C)c1OCC(=O)NNC(=O)c1ccoc1C
 : -12, -4, 3, -2, 3, 6, 0.1, 9, 0, 0
17	O=c1[nH]c(/C=C\c2cccc(O)c2)nc(O)c1[N+](=O)[O-]
 : -4, 2, -4, -5, 4, 6, 1.4, 8, 2, -3
18	O=C(NC1CCCCC1)c1ccc(-c2ccccc2)cc1
 : 1, 5, 3, 5, -4, 1, 2.7, -6, 7, 1
19	COC(=O)CSc1cccc2c1C(=O)CC2c1ccccc1 (stereo unspecified)
 : 8, 6, -12, -4, -5, 0, -1.4, 2, 1, 2
20	Cc1cccc(NS(=O)(=O)c2cc(C(=O)N3CCCC3)ccc2Cl)c1
 : 5, 4, -15, 7, 1, 11, -1.2, 3, -2, -4
21	COC(=O)[C@H](CC(C)C)NC(=O)CC[C@H]1O[C@@H](n2cc(C)c(=O)[nH]c2=O)C[C@@H]1O
 : -2, -1, -11, nt, 2, 0, -0.3, -7, -1, 1
22	Cc1ccc(-c2cc(C(=O)O)n[nH]2)s1
 : 2, 1, 4, 6, -1, -2, -0.1, 3, 3, -2
23	O=C(CSc1nnc(NC2CC2)s1)NN1C(=O)NC2(CCCCC2)C1=O
 : 1, 4, 5, 1, 3, 2, 0.1, 2, -2, 2
24	COc1ccccc1-n1c(-c2ccco2)n[nH]c1=S
 : -1, 2, -7, 2, 3, 5, -1.1, 15, 1, -2
25	COc1ccc(/C=C/C(=O)NCc2nc3ccccc3[nH]2)cc1OC
 : -1, -3, 1, 4, -1, -1, -0.9, 5, 5, 1
26	N#CC1=C(S)N=C(N)C(c2nc(-c3ccccc3)cs2)C12CCCCC2 (stereo unspecified)
 : -9, -9, 1, 14, 12, 7, -1.1, 5, -3, 4
27	CCCCNc1ccc(S(=O)(=O)c2cccc([N+](=O)[O-])c2)cc1[N+](=O)[O-]
 : 4, 2, -8, 4, 2, 1, -2.2, -4, 3, -1
28	CCCCn1c(N)c(N(CC(C)C)C(=O)c2cc(Cl)nc3ccccc23)c(=O)[nH]c1=O
 : 3, -1, 1, 1, -1, -1, -0.3, 4, 1, -1
29	O=C(CSc1ccccc1)N1CCC(Oc2cccnc2)CC1
 : 2, 0, nt, nt, 6, -3, nt, nt, -2, 0
30	O=C1CC(c2ccccc2)CC(O)=C1C=NCCN1CCN(C(=S)Nc2cccc(Cl)c2)CC1 (stereo unspecified)
 : 1, -7, 12, -6, -2, -9, -0.9, -8, 6, 2

Screen by screen, from the results shown:
Compounds 8 to 16 in GC-A act, in turn: -2, 6, -2, -1, 5, 2, -26, 6, -4
Compounds 8 to 16 in ARFGAP1 inhibitor, in turn: 7, 1, -2, 15, 1, nt, 7, 1, 9

Remaining list, next part:
Results follow in this order: ABHD4 inh, GC-A act, ASAP1 GAP inh, HTRA1 inh, rCAG binder, GC-B act, PG9 Ab binder, ARFGAP1 inhibitor, Rev-erbA mod, SMARCA2 act
31	CC(C)(C)NS(=O)(=O)c1ccc2nc(NC(=O)c3ccc(N4C(=O)CCC4=O)cc3)sc2c1
 : -2, 5, 10, 2, 13, 3, 48*, 5, 10, 0
32	Cc1ccc(S(=O)(=O)N2CCCC(c3nc4c(nnn4Cc4ccc5c(c4)OCCO5)c(=O)[nH]3)C2)cc1 (stereo unspecified)
 : 8, 4, -4, 0, 5, 3, -2.0, 8, -7, -2
33	COc1ccc(C(=O)NC(C)CCCC(C)(C)O)cc1OC1CCN(C(C)=O)CC1 (stereo unspecified)
 : -2, -1, 7, -10, -4, -1, -0.5, -1, -2, 8
34	Fc1ccccc1Sc1ccccc1CNC1=NCCN1
 : 12, 1, 4, 1, 1, 6, 2.0, 0, 1, -4
35	CN(C)c1ccc(/C=N/NC(=O)c2ccccc2Cl)cc1
 : 4, -4, -2, 1, 0, -3, -8.8, 0, 7, 5
36	Cc1cc(=O)n2c3ccccc3n(CC(O)CN3CCOCC3)c2c1C#N (stereo unspecified)
 : 2, -5, -11, 8, -3, -1, 1.0, -3, -1, -1
37	CCOC(=O)C1=C(C(F)(F)F)Nc2ncnn2C1c1cc(OC)c(OC)cc1OC (stereo unspecified)
 : -2, -3, 3, 5, -1, 2, -1.8, -4, -4, -2
38	NS(=O)(=O)c1ccc(CNC(=O)c2cc(-c3ccccn3)nc3ccc(Cl)cc23)cc1
 : 4, -4, 0, -9, 4, -6, 7.2, -9, 23*, -1
39	Cc1ccc(CNC(=O)c2cccnc2Sc2cccc(Cl)c2)cc1
 : 5, -1, 4, nt, -1, -9, -1.6, 16, 1, -3
40	COC(=O)n1c(=O)oc2ccc(S(=O)(=O)N3CCCCC3)cc21
 : -9, 0, 12, 1, 4, 0, -0.1, 3, 6, -4
41	CC(C)OC(=O)NC(Nc1ccccc1C(=O)O)(C(F)(F)F)C(F)(F)F
 : -12, -1, -3, 2, -3, 2, 1.4, 5, 5, -4
42	COc1ccc(C2=NN(C(=O)CCC(=O)O)C(c3ccc(Br)cc3)C2)cc1 (stereo unspecified)
 : 7, 0, -5, 4, 20, -7, -0.2, -3, 4, 0
43	CC(=O)N1CCN(c2ccc(NCc3cccc(C)c3)cc2)CC1
 : 29, -2, -3, 17, 0, -5, -8.8, 5, 0, 1
44	O=C(O)C1CCCN1C(=O)Oc1ccccc1 (stereo unspecified)
 : 4, 3, -11, 0, 5, -3, -0.7, -2, -5, -2
45	COC(=O)c1ccc(C2NCCc3cc(OC)c(OC)cc32)cc1 (stereo unspecified)
 : -3, 3, 7, -2, 6, 2, 0.7, 11, 4, 0
46	O=C1NC[C@H](Cc2ccc(O)cc2)N(C[C@@H]2CCCN2C[C@H](Cc2ccc(O)cc2)N2C[C@H](Cc3ccccc3)N(CC3CCCCC3)C(=O)C2=O)C1=O
 : 4, -1, 3, nt, 6, -5, -1.6, 7, 2, 3
47	COc1ccc(C(=O)N2CCN(CCNC(=O)C(=O)Nc3ccc(Br)cc3)CC2)cc1
 : 0, 7, -2, 6, -2, -5, -2.4, 15, -4, -1
48	CCCCNC(=O)C1CCC(CNS(=O)(=O)c2ccc(C)cc2)CC1 (stereo unspecified)
 : -2, 0, -6, 8, -7, -4, -2.1, 4, 0, -2
49	O=C(C1CCN(S(=O)(=O)c2ccc3ccccc3c2)CC1)N1CCN(c2ncccn2)CC1
 : -6, -30, 7, 0, -1, -14, -2.6, -4, -4, -1
50	c1ccc2c(c1)CCN2CCN1CCc2ccccc21
 : 11, -1, 11, 33, 8, -2, -2.6, -1, -4, 1
51	O=C(Cn1cnc2c(NCc3ccccc3)ncnc21)N1CCN(c2ccccn2)CC1
 : 0, 0, -6, 2, 0, 1, 1.2, -1, 0, -3
52	CCC(C)N(C(=O)CSc1nnc(-c2ccco2)n1C)C1CCS(=O)(=O)C1 (stereo unspecified)
 : -16, -2, 7, -1, 1, 2, -0.7, 8, 1, -2
53	COC(=O)C1=CN(c2ccc(C)cc2)C(N)=C(C#N)C1c1ccccc1F (stereo unspecified)
 : 8, -3, 0, nt, 2, 0, -0.2, -1, 5, -7
54	O=C(CC1Nc2ccccc2NC1=O)Nc1ccc2c(c1)OCO2 (stereo unspecified)
 : 8, -1, 4, 8, 5, 0, -0.1, 2, -4, 3

Complete entries, looked up by structure. Values in the order: ABHD4 inh | GC-A act | ASAP1 GAP inh | HTRA1 inh | rCAG binder | GC-B act | PG9 Ab binder | ARFGAP1 inhibitor | Rev-erbA mod | SMARCA2 act
`CCOC(=O)C1=C(C(F)(F)F)Nc2ncnn2C1c1cc(OC)c(OC)cc1OC` (stereo unspecified) is listed as -2 | -3 | 3 | 5 | -1 | 2 | -1.8 | -4 | -4 | -2
`CN(C)c1ccc(/C=N/NC(=O)c2ccccc2Cl)cc1` is listed as 4 | -4 | -2 | 1 | 0 | -3 | -8.8 | 0 | 7 | 5
`CC(C)(C)NS(=O)(=O)c1ccc2nc(NC(=O)c3ccc(N4C(=O)CCC4=O)cc3)sc2c1` is listed as -2 | 5 | 10 | 2 | 13 | 3 | 48* | 5 | 10 | 0

Assay outcomes deposited in PubChem by several laboratories.
